PglD DTNB: PglD (C. jejuni) enzyme inhibition | AID 602405 | purified PglD enzyme, DTNB colorimetric CoA detection | inhibition, % at 12.5 µM | 360,000 tested, 0.098% active; in the data active means inhibition above about 16%, passing the limit was not always enough; further: strong numbers were not always called active
Cneo AK release: causes C. neoformans cell lysis | adenylate kinase release luminescence, 4 h; normalised: neutral wells 0, clomiphene wells 100 | lysis activity, % at 15 µM | 360,000 tested, 0.2% active | AID 651654;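 active means mean lysis activity across replicates of at least 80%, whatever share of replicates individually reach that level; inactive means mean lysis activity below 80%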
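read-out = cell lysis signal | test system = log-phase Cryptococcus neoformans yeast cells | input = cells at 5 × 10^6 per mL | medium = fresh YPD growth medium | signal = luminescent adenylate kinase detection reagent | timing = 4 h at 37 °C static, read 1 h later | dosing = single dose | controls = Clomiphene as positive lysis control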
Statin myotox sup: protects C2C12 myotubes from simvastatin toxicity; 330,000 tested, 0.78% active; ATP luminescence, 48 h; scaled: DMSO 0, geranylgeraniol control 100; rescue of ATP level, % at 7.49 µM;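 active means mean ATP rescue above about 67%, or every replicate alone reaching that limit, limit read from the data, passing the limit was not always enough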;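 further: myotubes were challenged with 10 µM simvastatin during compound exposure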
miR122 inh: inhibitors of miR-122 in Huh7 cells; Huh7 miR-122 Renilla luciferase sensor, 48 h; neutral wells = 0, positive control = 100; activation (reporter increase), % at 12.5 µM; 340,000 tested, 0.3% active; AID 602342;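 active means mean replicate activation score at least 90 and every replicate individually at or above 90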;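 further: higher luciferase means less miR-122 activity so hits act as miR-122 inhibitors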
F508del corr: correctors of CFTR F508del function in bronchial epithelial cells; CFBE cells, YFP halide quenching; stimulated with forskolin plus potentiator P3; % fluorescence drop versus neutral controls; activity (quench increase), % at 7.58 µM; 350,000 tested, 0.36% active; AID 720511;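 active means mean added fluorescence quench of at least 8% versus neutral control, with both replicates also reaching 8%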;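 further: cells transiently co-express mutant CFTR-F508del with the halide-sensitive YFP; corrector assay measuring rescue of mutant channel to the surface after 24 h compound exposure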
PGC1a acetyl inh: lowers PGC1a acetylation signal in U2OS cells; AlphaScreen anti-acetyl-lysine; with virally co-expressed GCN5 acetyltransferase; inhibition, % at 15.6 µM; 350,000 tested, 0.17% active; AID 651687;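 active means every replicate shows inhibition of at least 40%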;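 further: 0% = neutral control wells and 100% = positive control wells; some results beyond the cut were filed as inactive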
FN deposit inh: fibronectin deposition inhibition | AH1F fibroblasts, Alexa488-fibronectin deposition fluorescence, overnight | inhibition, % at 12.6 µM | 350,000 tested, 0.086% active | AID 743247;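 active means mean inhibition across replicates of 30% or more, regardless of how many single replicates reach that level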;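 further: positive control wells lacked labelled fibronectin entirely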
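Assay system: AH1F fibroblasts assembling fluorescent fibronectin matrix; Amount: 10000 AH1F cells per well; Buffer or medium: DMEM, 2% serum; Probe or stimulus: Alexa488-fibronectin, 24 nM final in well; Doses: single compound dose, delivered by pin transfer; Incubation: 1 h adhesion, overnight exposure; Measured by: fluorescence 485/525 nm; Read-out: fibronectin deposition inhibition.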
GSIS activator: GLuc luminescence reporter in INS-1E cells, primary screen for activators of glucose-dependent secretion of insulin; INS-1E GLuc reporter insulin secretion, 2-3 h; activation, % at 16.6 µM; 370,000 tested, 0.61% active; AID 743287;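 active means lowest replicate activation of at least 40%, so every replicate reaches that level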;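 further: 0% = median of neutral control wells and 100% = median of IBMX positive control wells; some compounds called inactive have numbers as strong as hits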
* hit, by the source's call; · = not tested or not shown; & = joins results of further samples; [ ] = another dose, or the depositor's remark. Compounds as they come. Share with any hit: about 2.1%.

SMILES	PglD DTNB	Cneo AK release	Statin myotox sup	miR122 inh	F508del corr	PGC1a acetyl inh	FN deposit inh	GSIS activator
COCC(=O)Nc1ccc2c(c1)OC[C@H](C)N(Cc1ccncc1)C[C@@H](C)[C@H](OC)CN(C)C2=O	·	·	-10	1[16.7 µM]	2.8	1	-4	·
Cc1ccc(-c2cnc3c(c2)C(=O)N([C@@H](C)CO)C[C@@H](C)[C@H](CN(C)CC2CCCCC2)O3)cc1	-2	-2	-44	-24[16.7 µM]	1.1	-14	·	14
CCCCCC(=O)Nc1cccc(C2=NOC3(C2)C[C@H](C(N)=O)N(C(=O)CC)C3)c1 (stereo partly drawn)	1	2	-11	5	·	·	·	·
COc1ccc(CCNC(=O)CSc2ccc(-c3ccccc3)nn2)cc1OC	-2	1	25	-1	-2.8	-7	·	6
O=C(c1ccc([N+](=O)[O-])o1)N(Cc1nnc(-c2ccccc2Cl)o1)C1CC1	-7	-4	16	-10	-2.5	3	-16	-24
C[C@H](CO)N1C[C@H](C)[C@H](CN(C)C(=O)C2CC2)Oc2cc(-c3cccc(C#N)c3)ccc2S1(=O)=O	0	-1	-24	-2[16.7 µM]	0.8	-17	0	8
CCOC(=O)C1CCCN(C(=O)CN2C(=O)c3ccccc3C2=O)C1 (stereo not drawn)	0	6	11	-12	·	·	-15	·
O=C(O)c1ccccc1S(=O)(=O)c1ccccc1CO	2	0	-5	5	·	0	·	9
CC(=O)Nc1cc2cc(NS(=O)(=O)c3ccc(Cl)cc3)ccc2oc1=O	2	4	5	1	·	-5	-3	-4
O=S(=O)(c1ccc(OC(F)(F)F)cc1)N1CCCC(c2ccccc2)C1 (stereo not drawn)	-2	9	15	1	-2.5	-7	5	-7
COc1ccccc1-c1c(C(F)(F)F)oc2cc(OCC(=O)Nc3ccccc3C(F)(F)F)ccc2c1=O	4	-7	·	-2	·	1	-4	-24
COc1cc(-c2noc(C)c2/C=C/c2ccc(N)cc2)cc(OC)c1OC	-3	3	-29	·	1.5	·	-22	·
CCOC(=O)C1CN(S(=O)(=O)c2ccc(Cl)cc2)c2cc(S(=O)(=O)CC)ccc2O1 (stereo not drawn)	·	·	·	1	4.3	-2	-12	-27
CC(c1ccccc1)n1ccnc1CO (stereo not drawn)	-1	0	0	-9	1.7	·	4	2
Cn1c(=O)c2sccc2n(CC(=O)NCCC2=CCCCC2)c1=O	-5	1	-1	·	2.8	·	2	7
C=CCNC(=O)C12CC3(C)CC(C)(CC(C)(C3)C1)C2	-2	10	26	-7	·	-5	·	·
COc1ccc(Cl)cc1S(=O)(=O)N1CCC(C(=O)NCCC2=CCCCC2)CC1	1	0	·	·	-2.4	4	-19	-67
CC(=O)Nc1ccc(C2=NNC(=NCC3CCCO3)SC2)cc1 (stereo not drawn)	-1	·	·	2	2.3	5	2	·
Cc1cccc(NC(=O)CCNS(=O)(=O)c2ccc3[nH]c(=O)oc3c2)c1	-2	-1	-3	-2	2.3	5	-4	12
CCC(=O)N1CCN=C1SCc1ccccc1	-3	0	5	·	0.2	-2	0	4
Cc1ccc(NC(=O)c2ccc(S(=O)(=O)NCc3cccnc3)cc2)cc1C	-4	0	-19	10	0.0	5	-2	11
Cc1ccc2nc(C)c3c(c2c1)N(c1ccc(F)cc1)CC3	4	12	·	-4	0.1	-8	13	21
CCCCn1c(=O)nc2n(-c3ccc(OC)cc3)c3ccccc3cc-2c1=O	6	3	-5	2	-0.9	-1	-1	4
Cn1c(Cl)cnc1C1CC(=O)c2cc(Cl)ccc2O1 (stereo not drawn)	5	0	·	52	·	-71	1	·
C[C@@H]1CN([C@H](C)CO)C(=O)c2cccc(NC(=O)Nc3ccc(F)cc3)c2O[C@@H]1CN(C)S(C)(=O)=O	4	3	20	-7[16.7 µM]	-2.4	16	·	-1
CC(C)OC(=O)c1ccc(N2CCN(c3ccc(F)cc3)CC2)nc1	-1	-1	-5	-1	-3.6	6	2	-3
O=S1(=O)CCN2C(c3ccc4c(c3)CCCC4)=CSC2=N1	-5	0	6	0	·	-11	·	6
COc1ccc(N(CC(=O)NC2CCCC2)C(=O)c2csnn2)cc1	-2	3	-1	2	·	11	6	·
Cc1ccc(-c2ccc3c(c2)O[C@H](CN(C)Cc2ccncc2)[C@H](C)CN([C@H](C)CO)S3(=O)=O)cc1	-1	8	-21	-16[16.7 µM]	-1.4	-25	9	-3
CCOC(=O)C1=C(CN2CCSCC2)NC(=O)NC1c1cccc([N+](=O)[O-])c1 (stereo not drawn)	·	·	4	-8	-0.1	-9	-3	-13
COc1ccccc1C(=O)NCC(C)(C)CN=C1NS(=O)(=O)c2ccccc21	3	0	7	-3	-0.8	·	3	3
Cc1ccc(C(=O)CC(=O)c2ccccc2)cc1	4	-1	1	·	-4.2	·	-3	-1
CCCC#Cc1ccc([C@H]2[C@@H](CO)N3CCCCN(Cc4cncnc4)C[C@@H]23)cc1	2	0	·	-3[16.7 µM]	4.8	-3	·	3
O=C(Oc1ccc(Cl)cc1)N1CCCCC1	0	0	-7	16	·	1	-2	·
O=C(CN1CCOCC1)NCC[C@@H]1CC[C@@H](NC(=O)Cc2ccccn2)[C@H](CO)O1	-1	-3	1	·	1.0	15	-14	3
COc1ccc(CN2CCN(C3CCSCC3)CC2CCO)c(C)c1C (stereo not drawn)	-3	-1	0	1	2.3	4	·	18
COc1ccc(CCn2c(C)c(C(C)=O)c3cc(OC(=O)c4ccco4)ccc32)cc1OC	3	0	11	1	·	-5	·	·
CN(Cc1ccc(OCC(O)CN2CCCCC2)cc1)Cc1ccnc2ccccc12 (stereo not drawn)	-2	2	12	-3	0.4	3	-10	2
Cc1cc(C(F)(F)F)nc(-n2cc(-c3ccccc3)nn2)n1	2	3	4	7	1.1	·	·	9
c1ccc(-c2c(-c3ccccc3)n(Cc3ccco3)c3ncnc(NCCCn4ccnc4)c23)cc1	0	19	·	-1	·	-125	·	·
CCCNC(=O)N1C[C@H]2[C@@H](c3ccccc31)[C@@H](CO)N2C(=O)c1ccncc1	0	0	-8	8[16.7 µM]	-1.7	4	·	1
COc1ccc(CCN2CNc3c(c(=O)n(C)c(=O)n3C)C2)cc1OC	-6	0	-4	3	·	-27	7	·
COc1ccc(NC(=O)Nc2ccc3c(c2)C(=O)N([C@@H](C)CO)C[C@@H](C)[C@@H](CN(C)C(=O)NC2CCCCC2)OCCCC[C@H](C)O3)cc1	-1	-1	·	4[16.7 µM]	0.3	6	·	31
CC=Cc1ccc2n(c1=O)C[C@@H]1[C@@H](CO)[C@H](C(=O)NCCC)N(Cc3ccccn3)[C@H]21 (mixture of isomers)	0	-2	-4	1[16.7 µM]	1.4	-10	·	5
COc1ccccc1NC(=O)CSc1nc2ccccc2c(=O)n1CC1CCCO1 (stereo not drawn)	-10	13	10	-2	-0.4	·	-1	-21
O=C(NCc1ccco1)/C(=C/c1cccc(C(F)(F)F)c1)c1nc2ccccc2[nH]1	-10	-2	-22	-8	·	3	0	-29
CC(NC(=O)COC(=O)c1cc(=O)[nH]c2ccccc12)c1ccccc1 (stereo not drawn)	·	·	·	1	-0.6	-10	-15	-1
COc1cccc(C2Nc3cc(Cl)c(S(N)(=O)=O)cc3S(=O)(=O)N2)c1 (stereo not drawn)	-2	0	16	-12	·	-2	-4	·
CC(C)NC(=O)N(C)C[C@H]1Oc2ccc(NC(=O)Nc3cccc4ccccc34)cc2CC(=O)N([C@H](C)CO)C[C@H]1C	5	0	17	2[16.7 µM]	-3.3	-5	·	-5
Cc1c(C(=O)N(C)Cc2ccc(F)cc2)sc(=O)n1Cc1ccccc1C#N	-1	-2	2	·	2.9	·	1	2
CC(=O)c1c(C)[nH]c(C(=O)OCC(=O)N(C)C)c1C	6	-1	14	4	·	4	·	8
Cc1cc2nnn(-c3nnc(-c4ccccc4)c4ccccc34)c2cc1C	-1	6	1	-2	·	2	·	·
Cc1ccc2c(c1)N(CC(=O)NC1CCC(C)CC1)C(=O)c1cccnc1O2 (stereo not drawn)	-2	0	6	-6	1.2	-10	10	-24
O=C(C(=O)N1CCOCC1)c1cn(CCOc2ccccc2)c2ccccc12	-1	0	2	-7	3.8	0	·	2
COc1cc(/C=C/C(=O)OCC(=O)c2c(N)n(C)c(=O)n(C)c2=O)ccc1O	6	1	5	-18	0.7	-9	·	6
C[C@H]1CN([C@@H](C)CO)S(=O)(=O)c2ccc(Br)cc2O[C@H]1CN(C)C(=O)c1ccccc1F	2	-2	·	-1[16.7 µM]	3.9&0.2	-25	4&2	-9&18
CC(=O)c1ccc(OC(C)c2nc3ccccc3s2)cc1 (stereo not drawn)	8	-14	0	4	0.4	-8	10	-3
COC(=O)C[C@@H]1C[C@@H]2c3cc(NS(=O)(=O)c4ccc(OC)cc4)ccc3O[C@@H]2[C@@H](CO)O1	23	3	-7	2[16.7 µM]	0.3	-3	1	-3
CCNC(=O)C[C@H]1CC[C@H]2[C@@H](COC[C@@H](O)CN2C(=O)C2CCOCC2)O1	-3	0	-1	-5[16.7 µM]	-1.4	5	0	3
COC(=O)c1ccc(CNC(=O)CCC(=O)N2CCOCC2)cc1	1	0	8	-4	-2.9	-4	-6	-3

An excerpt from above in order of SMILES length, largest number first:
SMILES	PglD DTNB	Cneo AK release	Statin myotox sup	miR122 inh	F508del corr	PGC1a acetyl inh	FN deposit inh	GSIS activator
C[C@H]1CN([C@@H](C)CO)S(=O)(=O)c2ccc(Br)cc2O[C@H]1CN(C)C(=O)c1ccccc1F	2	-2	·	-1[16.7 µM]	3.9&0.2	-25	4&2	-9&18
CCNC(=O)C[C@H]1CC[C@H]2[C@@H](COC[C@@H](O)CN2C(=O)C2CCOCC2)O1	-3	0	-1	-5[16.7 µM]	-1.4	5	0	3
CCCNC(=O)N1C[C@H]2[C@@H](c3ccccc31)[C@@H](CO)N2C(=O)c1ccncc1	0	0	-8	8[16.7 µM]	-1.7	4	·	1
Cc1ccc2c(c1)N(CC(=O)NC1CCC(C)CC1)C(=O)c1cccnc1O2 (stereo not drawn)	-2	0	6	-6	1.2	-10	10	-24
Cc1cc2nnn(-c3nnc(-c4ccccc4)c4ccccc34)c2cc1C	-1	6	1	-2	·	2	·	·
COC(=O)c1ccc(CNC(=O)CCC(=O)N2CCOCC2)cc1	1	0	8	-4	-2.9	-4	-6	-3

(continued)
SMILES	PglD DTNB	Cneo AK release	Statin myotox sup	miR122 inh	F508del corr	PGC1a acetyl inh	FN deposit inh	GSIS activator
CCc1ccc(N(C(=O)c2csnn2)C(C(=O)NC(C)(C)C)c2ccncc2)cc1 (stereo not drawn)	-3	0	6	-8	·	-5	·	·
CC1(C)CC(=O)C=C(Nc2cccc(O)c2)C1	0	-1	-13	-1	·	-1	·	·
CCCNC(=O)C1(C)CCN(Cc2cc(C)n(C)n2)C1 (stereo not drawn)	7	-1	4	-1	1.6	·	-2	0
Cc1cc2oc(=O)cc(CN3CCCCC3C)c2cc1Cl (stereo not drawn)	-6	-3	-24	2	1.3	·	0	9
C[C@H]1CN([C@@H](C)CO)C(=O)Cc2cc(NS(=O)(=O)c3ccc(F)cc3)ccc2O[C@@H]1CN(C)S(=O)(=O)c1ccc(F)cc1	-2	98*	-1	61[16.7 µM]	2.9	-6	·	3
CCCCc1nc2c(=O)[nH]c3ccccc3c2o1	-4	-3	·	-1	·	5	-3	·
O=C(NCC(=O)N1CCN(S(=O)(=O)c2ccccc2F)CC1)c1ccc(Br)o1	-6	-1	-9	-6	0.3	·	5	14
O=c1[nH]c2ccccc2cc1-c1noc(-c2cccnc2)n1	5	4	·	1	·	·	-2	·
CCCc1cc2c(=O)c(-c3ccccn3)coc2cc1OC	3	-1	-5	1	·	12	-4	·

Compound activity deposited in PubChem by Broad Institute.
